NadD inh = inhibitors of S. aureus NadD, primary screen, biochemical, colorimetric, uHTS | Nicotinate-nucleotide adenylyltransferase NadD (Staphylococcus aureus N315) | hit rate 0.78% among 360,000 | AID 602399, 2012 | purified NadD enzyme, colorimetric absorbance read-out | inhibition, % at 20 µM; in the data active = inhibition above about 26%; also: some compounds past the cut are filed as inactive
MT1-MMP act inh = blockers of MT1-MMP proenzyme processing, primary screen, HT1080 RFP-PRO-GFP cells, GFP/RFP fluorescence; Matrix metalloproteinase-14 (Homo sapiens), P50281; GFP/RFP ratio fluorescence, overnight; percent of plate control window, DMSO zero; GFP/RFP ratio change, % at 20 µM; hit rate 0.061% among 360,000; AID 651647, 2012;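 active = GFP/RFP ratio change of at least 30% with cell ATP level not reduced by more than half and red fluorescence within 50% of control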; also: strong numbers were not always called active
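Material – HT1080 RFP-PRO-GFP cells · Control set – DMSO wells and RFP-L50D-GFP cells · Incubation – overnight cell settling, then overnight compound exposure, 37 °C, 5% CO2 · Compound dosing – single-point 20 µM compound, 1% DMSO · Read-out – GFP/RFP fluorescence ratio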
Rpn11 block = Rpn11 (PSMD14) deubiquitinase inhibitors, primary screen, biochemical, fluorescence polarization, uHTS; 26S proteasome non-ATPase regulatory subunit 14 (Homo sapiens), O00487; human 26S proteasome, Ub4-pepOG fluorescence polarization; 20S core pre-blocked with epoxomicin; calls only at 20 µM; hit rate 0.59% among 360,000;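 active = inhibition at 20 µM, scaled to each plate's controls, above about 33%, limit read from the data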
Target sequence (O00487 whole entry, looked up): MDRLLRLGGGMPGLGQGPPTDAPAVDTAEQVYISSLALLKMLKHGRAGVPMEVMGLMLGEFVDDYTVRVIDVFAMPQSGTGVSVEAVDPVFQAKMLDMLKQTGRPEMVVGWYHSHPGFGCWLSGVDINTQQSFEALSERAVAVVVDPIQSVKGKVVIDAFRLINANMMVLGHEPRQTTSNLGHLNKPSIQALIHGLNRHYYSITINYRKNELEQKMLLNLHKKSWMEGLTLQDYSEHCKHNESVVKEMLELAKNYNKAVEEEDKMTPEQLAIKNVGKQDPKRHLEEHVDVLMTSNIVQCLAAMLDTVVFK
CSN inh = inhibitors of CSN-mediated cullin deneddylation, primary screen, biochemical, fluorescence polarization, uHTS; COP9 signalosome complex subunit 5 (Homo sapiens), Q92905; Purified CSN, SCF-Nedd8-OG deneddylation; inhibition, % at 12.5 µM; hit rate 0.38% among 360,000; AID 651999, 2013;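 active = pattern-corrected inhibition above about 35%, with an unprinted fluorescence ratio check between 0.5 and 1.5, limit read from the data, passing the limit was not always enough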;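 also: 0% = enzyme with substrate and 100% = substrate without enzyme; some results filed as inactive read as strong as hits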
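Assay system: purified human Csn5 enzyme expressed in HEK293T cells; Input: 0.24 nM Csn5 enzyme, final concentration; Reagent: 10 nM SCFSkp2-Nedd8OG; Compound dosing: 12.5 µM single point; Times: reaction 90 min, room temperature; Technique: fluorescence polarization readout.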
Neddylation inh = inhibitors of cullin neddylation, primary screen, biochemical, TR-FRET, uHTS, NAE and Ubc12; hit rate 0.58% among 360,000; NEDD8-conjugating enzyme Ubc12 (Homo sapiens) + NEDD8-activating enzyme E1 regulatory …; calls only at 25 µM; in the data active = inhibition above about 36%
Rin1 Abl inh = inhibitors of Rin1-Abl protein binding, primary screen, biochemical, TR-FRET | AID 588664, 2011 | hit rate 0.4% among 360,000 | Tyrosine-protein kinase ABL1 (Homo sapiens) + Ras and Rab interactor 1 (Homo sapiens), … | inhibition, % at 7.35 µM; in the data active = inhibition above about 5%, passing the limit was not always enough
FAS-TE inh = FAS thioesterase domain inhibitors, primary screen, biochemical, fluorescence intensity, uHTS | recombinant FAS-TE, OMFH fluorogenic substrate, fluorescence endpoint | inhibition, % at 15 µM | Fatty acid synthase (Homo sapiens), P49327 | hit rate 0.67% among 360,000;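 active = compounds whose normalised, plate-corrected inhibition of enzyme fluorescence in the single-dose primary screen is 50% or more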;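 also: 0% = DMSO with enzyme and 100% = substrate without enzyme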
PABP1 MLLE inh = inhibitors of PABP1 MLLE–PAM2 peptide binding, primary screen, biochemical, fluorescence polarization, FITC-PAM2, GST-MLLE | hit rate 0.36% among 360,000 | Polyadenylate-binding protein 1 (Homo sapiens), P11940 | inhibition, % at 20 µM; in the data active = inhibition above about 35%, passing the limit was not always enough;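 also: plate controls were DMSO wells with GST-MLLE for no effect and wells lacking GST-MLLE protein for full effect; some results filed as inactive read as strong as hits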
Target sequence (P11940 whole entry, looked up): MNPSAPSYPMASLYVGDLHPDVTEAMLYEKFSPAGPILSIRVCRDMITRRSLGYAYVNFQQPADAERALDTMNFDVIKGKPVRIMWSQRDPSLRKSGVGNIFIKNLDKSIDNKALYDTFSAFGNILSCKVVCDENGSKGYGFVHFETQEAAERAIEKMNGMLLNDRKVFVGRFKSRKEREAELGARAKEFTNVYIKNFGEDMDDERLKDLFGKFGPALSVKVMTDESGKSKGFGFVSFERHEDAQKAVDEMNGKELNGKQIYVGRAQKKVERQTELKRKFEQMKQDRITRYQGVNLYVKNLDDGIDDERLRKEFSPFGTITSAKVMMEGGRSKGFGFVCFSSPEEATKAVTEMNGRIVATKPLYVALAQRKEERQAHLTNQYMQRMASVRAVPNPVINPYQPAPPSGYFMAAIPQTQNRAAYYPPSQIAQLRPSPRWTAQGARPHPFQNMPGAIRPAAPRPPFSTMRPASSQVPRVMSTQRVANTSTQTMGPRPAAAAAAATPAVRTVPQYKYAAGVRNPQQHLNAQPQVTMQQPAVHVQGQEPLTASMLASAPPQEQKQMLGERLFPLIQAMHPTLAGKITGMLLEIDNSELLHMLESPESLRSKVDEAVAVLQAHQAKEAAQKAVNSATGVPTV
SKN-1 inh = suppressors of acrylamide-induced Pgst-4::GFP reporter in worms, primary screen, SKN-1 inhibitor project, whole organism, uHTS, GFP/RFP fluorescence ratio, strain VP596 | C. elegans VP596 Pgst-4::GFP/RFP ratio, 24 h | inhibition, % at 21.8 µM | hit rate 0.49% among 360,000 | AID 624304, 2012;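 active = interference check ratio from 0.5 to 1.5 plus GFP to RFP signal ratio inhibition reaching or exceeding a fixed threshold, cut at about 30% in these data, passing the limit was not always enough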; also: some compounds called inactive have numbers as strong as hits
* = called active by the depositor; i = inactive; / = no result given; + = active, no number.

Below each SMILES – NadD inh | MT1-MMP act inh | Rpn11 block | CSN inh | Neddylation inh | Rin1 Abl inh | FAS-TE inh | PABP1 MLLE inh | SKN-1 inh
CC(C)[C@H](NC(=O)c1ccccc1)C(=O)OCC(=O)c1ccc(S(=O)(=O)N2CCCCC2)cc1
 : -3 | 1 | i | -3 | i | -1 | 16 | 11 | 3
CCn1c(SCC(=O)Nc2ccc(S(N)(=O)=O)cc2)nnc1-c1cccc(OC)c1
 : -1 | 0 | i | 0 | i | 2 | -1 | -6 | -25
O=[N+]([O-])c1ccc(O)c(C=Nc2ccc3nc(-c4ccccc4)[nH]c3c2)c1
 : 8 | 8 | i | 0 | / | -2 | -7 | -53 | -1
O=C(CCC1CCCCC1)NCc1ccc(F)cc1
 : -2 | 1 | i | 0 | i | 0 | 0 | 7 | 3
Cc1ccc(S(=O)(=O)c2ccc(Oc3cccc(C)c3)cc2)cc1
 : 4 | 2 | i | -1 | i | 1 | 21 | 13 | 2
C=CCOc1ccc(CNc2ccc3[nH]c(=O)[nH]c3c2)cc1
 : 0 | 0 | i | -1 | i | 3 | -1 | -4 | 6
CCOc1ccc(CCN2C(=S)N([C@@H](Cc3ccc(O)cc3)CN3CCC[C@@H]3CN3C(=S)NC[C@@H]3Cc3ccccc3)C[C@@H]2CC(C)C)cc1
 : 26 | -5 | i | 3 | i | 0 | -122 | -3 | 1
Cc1ccc(NS(=O)(=O)c2cccc(C(=O)n3ncc(C#N)c3N)c2)c(C)c1
 : -2 | 0 | i | 6 | i | 1 | -10 | 3 | 7
Cc1ccc(-c2cc(-c3ccccc3)no2)c(O)c1
 : 3 | -3 | i | -8 | i | -5 | -5 | 2 | -6
CCOc1ccc(C(C(=O)NC(C)(C)C)N(CCOC)C(=O)CCC(=O)Nc2nccs2)cc1 (configuration not stated)
 : 2 | -2 | i | 3 | i | 3 | 0 | -10 | 12
COc1ccc(OCCOc2ccc(S(=O)(=O)N3CCCC3)cc2[N+](=O)[O-])cc1
 : -11 | 1 | i | -3 | i | 4 | -100 | -12 | 0
C=C1[C@H](C)CN(S(=O)(=O)C(C)(C)C)[C@H]1CCO
 : -1 | 2 | i | 4 | i | -4 | -11 | -6 | -1
Cc1ccc(C)c(NS(=O)(=O)c2ccc3[nH]c(=O)oc3c2)c1
 : 0 | 5 | i | 1 | i | 0 | -4 | -7 | -3
COc1ccc(OC)c2c1C(=O)CC2C (configuration not stated)
 : -2 | 4 | i | -6 | / | -5 | -5 | 5 | -15
Cc1ccc2nc(C)c(C(=O)NN=C3CCN(C)CC3)n2c1
 : -1 | 0 | i | 6 | i | -4 | -5 | 21 | 0
CN(C)Cc1csc(NC(=O)Nc2ccccc2Cc2ccccc2)n1
 : 0 | 0 | i | -3 | i | 0 | -8 | 7 | -4
COc1ccc(COCC(O)CN(Cc2ccccc2)C(C)C)cc1OC (configuration not stated)
 : -3 | 4 | i | -5 | i | -4 | -2 | 8 | 10
COc1ccc(N2C(=O)CC(NCC#N)C2=O)cc1 (configuration not stated)
 : 5 | -1 | i | 2 | i | -3 | -5 | 5 | 8
CC1CN(CCCCOc2cccc(Oc3ccccc3)c2)CC(C)O1 (configuration not stated)
 : -8 | 2 | i | 5 | i | 3 | 2 | 3 | 3
Oc1cccc(C(O)CNCc2ccc(-c3ccccc3)cc2)c1 (configuration not stated)
 : -10 | 2 | i | 3 | i | 2 | -4 | 4 | -2
COc1cccc(CN2CCN(C(=S)NCc3ccc(Cl)cc3)CC2)c1
 : -4 | 8 | i | 1 | i | -2 | 15 | -146 | 3
COc1ccc(NC(=O)c2cccc3ccccc23)cc1
 : -3 | 2 | i | 0 | i | 0 | 4 | -10 | -9
COc1ccc(NC(=O)c2cc(C(C)C)on2)c(OC)c1
 : 1 | -2 | i | 7 | i | 4 | 3 | -10 | -3
Cc1ccc(S(=O)(=O)NCC(=O)OCC(=O)NCc2ccc3c(c2)OCO3)cc1
 : 2 | 0 | i | 1 | i | 0 | -6 | -8 | -4
S=c1[nH]c2ccccc2n1CCc1ccncc1
 : 0 | -17 | i | -3 | i | 1 | -8 | -82 | 1
Cc1c(NC(=O)CC(O)(C(F)(F)F)C(F)(F)F)c(=O)n(-c2ccccc2)n1C
 : 0 | 4 | i | -2 | i | -5 | -7 | 8 | 10
O=C(/C=C/c1ccc(Cl)c([N+](=O)[O-])c1)NCc1cccnc1
 : 3 | 0 | i | -1 | i | -5 | 25 | 1 | 6
CC(=O)NCc1ccc(C(=O)CCl)s1
 : 0 | 3 | i | 2 | i | -4 | -3 | 7 | 3
O=C(CSc1nc2ncccc2[nH]1)Nc1ccc2c(c1)OCO2
 : 5 | -5 | i | 1 | i | -2 | -6 | -8 | 8
CCOC(=O)[C@H]1[C@H]2COc3cc(OC)ccc3[C@@H]2N2C(=O)c3cc(OC)c(OC)cc3NC(=O)[C@@]12C
 : 0 | -1 | i | -1 | i | -1 | -2 | 3 | 10
CCOC(=O)C1CCCN(C(=O)c2ccc3oc(CCc4ccccc4)nc3c2)C1 (configuration not stated)
 : -1 | -2 | i | -3 | i | 0 | 4 | -9 | -5
COc1ccc(-c2cnnc(N/N=C/c3ccc(C)o3)n2)cc1
 : 7 | 6 | i | -13 | i | 1 | -2 | 4 | 13
Cc1cc(NC(=O)CSCC(=O)N2CCN(c3ccccc3)CC2)no1
 : -4 | 2 | i | 3 | i | -1 | -5 | -12 | 13
S=C(NCc1ccncc1)Nc1ccccc1
 : 0 | 4 | i | 0 | i | 0 | -2 | 6 | -7
CC(=O)Oc1cccc2c1C(=O)C1CC=CC(OC(C)=O)C1C2=O (configuration not stated)
 : -8 | -8 | i | 2 | i | 0 | -1 | 28 | 5
c1ccc2oc(CCc3nc4ccccc4o3)nc2c1
 : -6 | 1 | i | -3 | i | 2 | -7 | -4 | 19
Cc1cccnc1NC(=O)c1ccc(S(=O)(=O)N2CCCCCC2)cc1
 : -1 | 2 | i | -2 | i | 6 | -2 | 5 | 15
Cc1ccccc1C(=O)NCCN1CCOCC1
 : -12 | 2 | i | 1 | i | 3 | -3 | -3 | 3
COc1cccc(C2=NN(C(=O)c3ccco3)C(c3ccco3)C2)c1 (configuration not stated)
 : -5 | -1 | i | 4 | i | -2 | 7 | -5 | 11
O=C1CC(c2ccccc2)CC2=C1C(c1ccccn1)Nc1ccccc1N2 (configuration not stated)
 : 6 | 8 | i | -3 | i | -3 | -6 | 9 | 0

Some of the entries so far, as a markdown table.
| Structure | NadD inh | MT1-MMP act inh | Rpn11 block | CSN inh | Neddylation inh | Rin1 Abl inh | FAS-TE inh | PABP1 MLLE inh | SKN-1 inh |
| --- | --- | --- | --- | --- | --- | --- | --- | --- | --- |
| O=C(/C=C/c1ccc(Cl)c([N+](=O)[O-])c1)NCc1cccnc1 | 3 | 0 | i | -1 | i | -5 | 25 | 1 | 6 |
| CC(=O)NCc1ccc(C(=O)CCl)s1 | 0 | 3 | i | 2 | i | -4 | -3 | 7 | 3 |
| O=C(CSc1nc2ncccc2[nH]1)Nc1ccc2c(c1)OCO2 | 5 | -5 | i | 1 | i | -2 | -6 | -8 | 8 |

Other records follow:
Below each SMILES – NadD inh | MT1-MMP act inh | Rpn11 block | CSN inh | Neddylation inh | Rin1 Abl inh | FAS-TE inh | PABP1 MLLE inh | SKN-1 inh
Cc1nnc(N)nc1C
 : -1 | 0 | i | 3 | i | 1 | -4 | -6 | -31
CN(CC(=O)Nc1ccccc1C(F)(F)F)C(=O)CSc1nnc(-c2ccncc2)n1C
 : 2 | -6 | i | 3 | i | -1 | -2 | -100 | -1
OC[C@@H]1CN(Cc2cccs2)C[C@H](n2cnc3c(N4CCOCC4)ncnc32)O1
 : -3 | 0 | i | -4 | i | -1 | -7 | -1 | 9
CCN1CCN(CCCN(Cc2ccco2)C(=S)Nc2cc(Cl)ccc2C)CC1
 : -9 | 3 | i | -3 | i | 1 | -5 | -2 | -7
CCCn1c2ccccc2c2cnn(CC(=O)OC)c(=O)c21
 : -8 | 0 | i | 4 | i | 4 | 0 | -1 | 4
C[C@H](CO)N1C[C@H](C)[C@@H](CN(C)S(C)(=O)=O)Oc2ccc(NS(=O)(=O)c3ccccc3)cc2C1=O
 : -6 | -1 | i | -1 | i | 3 | -13 | 1 | 4
O=C(NC1CCS(=O)(=O)C1)c1c(NC(=O)C2COc3ccccc3O2)sc2c1CCCC2 (configuration not stated)
 : -4 | / | i | 0 | i | -8 | 13 | 10 | 0
COc1cccc(-c2cc(C(=O)N/N=C/c3ccco3)c3ccccc3n2)c1
 : 10 | 0 | i | 0 | i | -2 | 6 | 4 | -2
C=CCOC(=O)C1=C(C)NC(C)=C(C(=O)OCC=C)C1/C=C/c1ccccc1
 : -1 | -19 | i | 0 | / | -1 | 33 | 17 | 10
Cn1nccc1C(=O)NC1CCCc2c1cnn2-c1ccc(C(C)(C)C)cc1 (configuration not stated)
 : -2 | 4 | i | 4 | i | -2 | 7 | 6 | 11
N#C/C(=C\c1cccc(OC(=O)c2cccs2)c1)C(N)=O
 : -4 | -5 | i | -5 | i | 0 | -3 | 2 | 4
CC1O[C@@H](OC2C(O)C(O)C(CO)O[C@H]2OC2C[C@]3(C)C(CC(O)C4[C@@H]([C@]5(C)CC[C@@H](C(C)(C)O)O5)CC[C@]43C)[C@@]3(C)CCC(O)C(C)(C)C23)C(O)C(O)C1O (some centres not stated)
 : 6 | 2 | i | -3 | i | 3 | -7 | 4 | -2
Cc1ccc(C(O)c2ncc(-c3ccccc3C)[nH]2)cc1 (configuration not stated)
 : -6 | -2 | i | 5 | i | 4 | -5 | -3 | 4
N#Cc1ccccc1NC(=O)CSc1nnc(-c2ccccc2O)n1-c1ccccc1
 : -4 | -1 | i | -8 | i | -3 | 6 | -14 | -14
CCC(=O)NC(=S)Nc1ccccc1OC
 : 1 | 6 | i | 0 | i | 1 | -1 | 14 | -4
COc1ccc(Cl)cc1S(=O)(=O)n1c([N+](=O)[O-])cnc1C
 : 1 | 0 | i | 4 | i | -4 | -4 | 6 | 10
CCOc1ccc(S(=O)(=O)N(CC(=O)O)c2ccc(C)cc2)cc1
 : -4 | 5 | i | -2 | i | -2 | -9 | 5 | -17
Cc1c(C(=O)Nc2nc(-c3ccccn3)cs2)oc2ccccc12
 : 29 | -4 | + | 7 | i | 1 | 14 | 6 | 7

Compound activity deposited in PubChem by several laboratories.
